TRPC6 activator – activators of mouse TRPC6 channel; B-score at 10 µM; HEK293-TRPC6 membrane potential dye fluorescence; active compounds read high; Q61143; 310,000 tested, 0.13% active; AID 2550;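 active = B-score of the integrated fluorescence ratio above library mean plus 3 SD, and starting fluorescence ratio within library mean plus 5 SD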;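 also: higher score means more depolarization so channel activation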
TRPC4 inh – TRPC4 (mouse) channel inhibition; Q9QUQ5; HEK293 TRPC4beta/mu-opioid, DAMGO-evoked Fluo4 calcium flux; active compounds read low; B-score at 10 µM; 300,000 tested, 0.39% active; AID 2247;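 active = B-score over 3 SD under the library average, no early fluorescence shift, positive overall ratio signal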
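Material: HEK293 cells with stable TRPC4beta plus mu-opioid receptor expression / Probe or stimulus: DAMGO in two steps, submaximal then maximal / Compound: single concentration per test compound / Technique: kinetic Fluo4 fluorescence imaging of calcium influx / Read-out: per-well B score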
RGS4 inh – human RGS4 inhibition. HEK293 M3R/RGS4 inducible, Fluo-4 calcium flux; active compounds read high; triggered by carbachol at its EC20. B-score at 10 µM. 310,000 tested, 0.45% active;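 active = B-score, a plate-corrected calcium signal, over three deviations above library mean, with baseline fluorescence within five deviations of library mean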;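 also: RGS4 expression induced by doxycycline in cells with stable M3 receptor; B-score is computed from the integrated fluorescence ratio over baseline after carbachol; higher B-score means a larger calcium signal and so more RGS4 inhibition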
Target sequence (P49798 whole entry, looked up): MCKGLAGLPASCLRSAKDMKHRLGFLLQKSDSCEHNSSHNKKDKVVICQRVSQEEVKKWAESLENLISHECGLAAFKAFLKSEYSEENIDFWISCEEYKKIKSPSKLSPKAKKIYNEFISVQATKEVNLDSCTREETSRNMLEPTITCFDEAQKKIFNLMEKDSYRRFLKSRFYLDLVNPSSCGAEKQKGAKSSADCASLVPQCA
TRPC4 act – activators of mouse TRPC4 channel; Q9QUQ5; HEK293 TRPC4beta/mu-opioid, Fluo4 calcium fluorescence; active compounds read high; B-score at 10 µM; 310,000 tested, 0.49% active; AID 2237;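 active = B-score above 5 SD of library B-scores, and initial fluorescence ratio not above library mean plus 5 SD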;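 also: positive B-score marks a calcium rise read as TRPC4 activation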
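Assay system – TRPC4beta and mu-opioid receptor HEK293 stable cells · Measured by – Fluo4 fluorescence, kinetic · Schedule – dye loading 45 min room temperature, 110 s kinetic read · Read-out – B-scored integrated calcium fluorescence ratio · Controls – buffer and maximal DAMGO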
TRPC6 inh – inhibitors of mouse TRPC6 channel; HEK293-TRPC6, membrane potential dye, ACh-evoked depolarization; active compounds read low; B-score at 10 µM; 310,000 tested, 1.1% active;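 active = B-score under library mean minus 3 SD, initial fluorescence not abnormally high, positive integrated signal ratio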;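 also: B-score derived from integrated fluorescence ratio over the kinetic read; more negative B-score means stronger inhibition of depolarization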
TRPC4 potent – TRPC4 (mouse) allosteric potentiation; Q9QUQ5; HEK293 TRPC4beta/mu-opioid, DAMGO EC20, Fluo-4 Ca2+ flux; active compounds read high; B-score at 10 µM; 310,000 tested, 0.42% active; AID 2227;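 active = B-score of calcium response area above 5 SD of library B-scores, with initial fluorescence ratio within 5 SD of library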;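 also: B-score of integrated fluorescence ratio over time as area under calcium response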
MrgX1 allo act – allosterically activates human MrgX1 receptor signaling; B-score at 10 µM; MrgX1-HEK293, Fluo-4 calcium flux, FDSS; active compounds read high; Q96LB2; 310,000 tested, 0.63% active;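 active = plate-corrected calcium response at least 3 library SD above typical, normal starting fluorescence, not activating the receptor alone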;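 also: compound read alongside a low EC10 to EC30 dose of BAM8-22 agonist; peak minus trough fluorescence over baseline measured at the second addition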
Target sequence (Q96LB2 whole entry, looked up): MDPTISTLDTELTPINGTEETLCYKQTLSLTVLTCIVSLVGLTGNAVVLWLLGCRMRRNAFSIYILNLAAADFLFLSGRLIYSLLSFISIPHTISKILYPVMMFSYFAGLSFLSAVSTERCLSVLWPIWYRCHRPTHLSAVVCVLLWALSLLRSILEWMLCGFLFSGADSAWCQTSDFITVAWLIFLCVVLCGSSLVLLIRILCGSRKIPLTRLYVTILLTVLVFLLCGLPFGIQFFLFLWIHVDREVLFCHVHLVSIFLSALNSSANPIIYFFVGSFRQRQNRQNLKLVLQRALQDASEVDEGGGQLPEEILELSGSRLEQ
ANO1 activ – mouse TMEM16A channel activation, primary screen | Q8BHY3 | HEK293 TMEM16A/YFP-H148Q/I152L, iodide quench fluorescence; active compounds read low | B-score at 10 µM | 340,000 tested, 0.3% active | AID 623877;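 active = fluorescence-ratio B-score plate-corrected deviation score at least 3 library SD below zero, with starting fluorescence score within 5 deviations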;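 also: channel opened by trigger with iodide after compound preincubation; score built on the fluorescence ratio of max minus min over baseline; more negative score means more quench and so TMEM16A activation or potentiation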
MrgX1 antagonist – antagonists of human MrgX1 receptor | MRGX1-HEK293 calcium flux, Fluo-4, BAM8-22 antagonism; active compounds read low | B-score at 10 µM | 310,000 tested, 1.3% active | AID 588676;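 active = calcium-response B-score plate-corrected more than 3 library SD below zero, starting fluorescence within 5 deviations, no agonist response on first addition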;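 also: peak minus trough fluorescence over baseline after final BAM8-22 challenge near maximal dose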
TMEM16A inh – mouse TMEM16A channel inhibition, primary screen. Q8BHY3. HEK293 TMEM16A/YFP iodide influx fluorescence, ionomycin. normalized B-score (activity score, 25-100; higher = stronger inhibition) at 10 µM. 310,000 tested, 1.2% active. AID 588511;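 active = ratio plate-corrected score three or more library SD toward inhibition, starting fluorescence score within five deviations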;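 also: score derived from kinetic fluorescence span divided by baseline fluorescence per well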
MrgX1 agonist – agonists of human MrgX1 receptor | AID 588627 | MrgX1-HEK293 cells, Fluo-4 calcium fluorescence, agonist mode; active compounds read high | 310,000 tested, 0.44% active | B-score at 10 µM;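 active = calcium response B-score plate-corrected fluorescence ratio at least 3 library SD, with starting fluorescence B-score inside 5 SD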
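Material: HEK293 cells stably expressing human MrgX1 receptor | Quantity: 15,000 cells per well | Times: Cells plated overnight, dye loaded 0.5 h 37 °C, 0.5 h room temperature | Measured by: Kinetic Fluo-4 NW fluorescence of intracellular calcium | Control set: Positive and negative controls per plate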
Active calls of the source: *; i = inactive; . = not tested or not shown. Compounds were not picked by outcome; about 5.8% have a hit in one of these screens.

Below each compound – TRPC6 activator, TRPC4 inh, RGS4 inh, TRPC4 act, TRPC6 inh, TRPC4 potent, MrgX1 allo act, ANO1 activ, MrgX1 antagonist, TMEM16A inh, MrgX1 agonist
- c1ccc(-c2nc(CSc3n[nH]c(-c4cccs4)n3)cs2)cc1
 : i, i, i, i, i, i, i, i, i, i, i
- COc1ccc(F)cc1Cn1nc(C(=O)O)c2ccccc2c1=O
 : i, i, i, i, i, i, i, i, i, i, i
- COc1ccccc1C(=O)CC(=O)C(=O)Nc1cccc([N+](=O)[O-])c1C
 : i, i, i, i, i, i, i, i, i, i, i
- CCCN(CCC)CCNC(=S)Nc1ccc2nc3n(c(=O)c2c1)CCCCC3
 : i, i, i, 88*, i, i, i, i, i, i, i
- CCN=C1S/C(=C\c2cn(CC)c3ccccc23)C(=O)N1CC
 : i, i, i, i, i, i, i, i, i, i, i
- COc1ccccc1N(C)S(=O)(=O)c1ccc(C(=O)N(CC(N)=O)C(C)C)cc1
 : i, i, i, i, i, i, i, i, i, i, i
- O=C(NC1CC1)c1sc2cc([N+](=O)[O-])ccc2c1Cl
 : i, i, i, i, i, i, i, i, i, i, i
- Cc1ccccc1OCC(=O)OCC(=O)NCC1CCCO1 (stereo not given)
 : i, i, i, i, i, i, i, i, i, i, i
- C=CCn1c(CNC(=O)c2ccco2)nnc1SCC(=O)c1ccccc1
 : i, i, i, i, i, i, i, i, i, i, i
- CC(Sc1nnc(-c2cccs2)n1N)C(=O)NCC1CCCO1 (stereo not given)
 : i, i, i, i, i, i, i, i, i, i, i
- CN(C)C(=S)SCC(=O)NC(=O)NC(C)(C)C
 : i, i, i, i, i, i, i, i, i, i, i
- Cc1cc(NC(=O)NC(C)(C(F)(F)F)C(F)(F)F)no1
 : i, i, i, i, i, i, i, i, i, i, i
- CCn1nccc1C(=O)NC1=C(C#N)CCC1
 : i, i, i, i, i, i, i, i, i, i, i
- CC(C)(C)SCCNC(=O)COc1ccc(Cl)cc1
 : i, i, i, i, -5.3*, i, i, i, i, i, i
- CC(C)CN(C(=O)COC(=O)c1ccc2ccccc2c1)c1c(N)n(Cc2ccccc2)c(=O)[nH]c1=O
 : i, i, i, i, i, i, i, i, i, i, i
- COCCNC(=O)c1ccc2c(c1)ncn2-c1ccc(C)c(Cl)c1
 : i, i, i, i, i, i, i, i, i, i, i
- CC(C)NC(=O)COC(=O)c1cncc(Br)c1
 : i, i, i, i, i, i, i, i, i, i, i
- Cc1c(/C=N/n2cnnc2)c2ccccc2n1CCOc1ccc(Cl)cc1
 : i, i, i, i, i, i, i, i, i, i, i
- COc1cc2c(cc1O)CCN(C(=O)c1ccco1)C2C (stereo not given)
 : i, i, i, i, i, i, i, i, i, i, i
- COc1cc(O)c(C(=O)/C=C/c2ccccc2)c(OC)c1
 : i, i, i, i, i, i, i, i, i, i, i
- CC(C)CC(CC(C)C)=NNC(=O)c1ccc(CSc2nncn2C)cc1
 : i, i, i, i, i, i, i, i, i, i, i
- Cc1cc(C)n(-c2nc3ccccc3nc2N2CCN(S(=O)(=O)c3ccc(F)c(C)c3)CC2)n1
 : i, i, i, i, i, i, i, i, i, i, i
- COc1cc(CC(=O)O)c(C(C)=O)cc1OC
 : i, ., i, i, i, i, i, i, i, i, i
- Cc1ccc2oc(/N=C(\N)NC(=O)C(C)(C)C)nc2c1
 : i, i, i, i, i, i, i, i, i, i, i
- Cc1ccc(C)c(NC(=O)c2cc(-c3cc(C)c(C)cc3O)n[nH]2)c1
 : i, i, i, i, i, i, i, i, i, i, i
- O=C(NCCNC1CCCCC1)c1ccco1
 : i, i, i, i, i, i, i, i, i, i, i
- Cn1c(SCC(=O)N2CCN(c3ccccc3)CC2)nnc1-c1ccccc1
 : i, i, i, i, i, i, i, i, i, i, i
- COc1ccc(S(=O)(=O)n2nc(OC(C)=O)cc2N)cc1
 : i, i, i, i, i, i, i, i, i, i, i
- CCN(CC)S(=O)(=O)c1ccc(-c2nnc(SCc3nnc(-c4ccccc4)o3)o2)cc1
 : i, i, i, i, i, i, i, i, i, i, i
- O=C(c1ccc(Cl)cc1)n1c(NCc2ccccc2)n[nH]c1=S
 : i, i, i, i, i, i, i, i, i, i, i
- COc1ccc(-c2csc3nc(C(C)C)oc(=O)c23)cc1OC
 : i, i, i, i, i, i, i, i, i, i, i
- c1ccc(CCNc2nc(-c3ccccn3)nc3ccccc23)cc1
 : i, -6*, i, i, i, i, i, i, i, i, i
- Fc1ccc(NC(=S)Nc2cccc3ccccc23)cc1F
 : i, i, i, i, i, i, i, i, i, i, i
- NC(=O)CSc1ncc(-c2ccc([N+](=O)[O-])cc2)[nH]1
 : i, i, i, i, i, i, i, i, i, i, i
- CC(Oc1cc(F)ccc1[N+](=O)[O-])C(=O)N(C)CC(=O)Nc1ccccc1C(F)(F)F (stereo not given)
 : i, i, i, i, i, i, i, i, i, i, i
- COc1ccc(/C=C/C(=O)c2cc(F)ccc2OC(=O)c2ccccc2C)cc1OC
 : i, i, i, i, i, i, i, i, i, i, i
- COc1ccccc1NC(=S)N1CCC(C(=O)c2ccc(F)cc2)CC1
 : i, i, i, i, i, i, i, i, i, i, i
- Cc1ccc(C(=O)CC(Nc2ccc(F)cc2)c2ccccc2)cc1 (stereo not given)
 : i, i, i, i, i, i, i, i, i, i, i
- CCC(=O)N1CCc2cc(S(=O)(=O)N(CC)c3cccc(C)c3)ccc21
 : i, i, i, i, i, i, i, i, i, i, i
- COc1ccc(C(=O)NCc2nnc(SCC(=O)N3CCc4ccccc43)n2C2CCCCC2)cc1
 : i, i, i, i, i, i, i, i, i, i, i
- C=CCn1c(COc2ccc(CC)cc2)nnc1SCC(=O)NC1CCS(=O)(=O)C1 (stereo not given)
 : i, i, i, i, i, i, i, i, i, i, i
- Cc1occc1-c1nnc(SCC(=O)NC(=O)NC(C)C)n1N
 : i, i, i, i, i, i, i, i, i, i, i
- CC1=[N+](C)N(c2ccccc2)C(=O)C1N=Cc1ccccc1Cl (stereo not given)
 : i, i, i, i, i, i, i, i, i, i, i
- CCOc1ccccc1NC(=S)N1CCN(c2cccc(OC)c2)CC1
 : i, i, i, i, i, i, i, i, i, i, i
- Cn1c(SCC(=O)N2CCc3ccccc3C2)nnc1-c1cccs1
 : i, i, i, i, i, i, i, i, i, i, i
- CC(C)CC(C)c1cc(N)nc2nc3ccccc3n12 (stereo not given)
 : i, i, i, i, i, i, i, i, i, i, i
- c1ccc(-c2nc(NCc3ccco3)c3ccccc3n2)cc1
 : i, i, i, i, i, i, i, i, i, i, i
- COc1cccc(N2C(=O)C3NN=C(C(=O)CN4C(=O)c5ccccc5C4=O)C3C2=O)c1 (stereo not given)
 : i, i, i, i, i, i, i, i, i, i, i
- O=C(CSc1nnc(CN2CCCCCC2=O)n1-c1ccccn1)NCC(F)(F)F
 : i, i, i, i, i, i, i, i, -4.6*, i, i
- COc1ccc(C2(C)NC(=O)N(CC(=O)Nc3ccc4[nH]c(=O)[nH]c4c3)C2=O)cc1 (stereo not given)
 : i, i, i, i, i, i, i, i, i, i, i
- CC(=O)N1c2ccccc2CCc2ccc(N)cc21
 : i, i, i, i, i, i, i, i, i, i, i
- Cc1cc(OCc2ccc(F)cc2)nc(-c2ccccc2O)n1
 : i, i, i, i, i, i, i, i, i, i, i
- CCn1c(SCC(=O)Nc2nc(-c3ccc(C)cc3)cs2)nnc1-c1ccccc1O
 : i, i, i, i, i, i, i, i, i, i, i
- C=C(C)CSc1nnc(-c2cc(OC)c(OC)c(OC)c2)n1N
 : i, i, i, i, i, i, i, i, i, i, i
- CCCCNc1c([N+](=O)[O-])cc(C)cc1[N+](=O)[O-]
 : i, i, i, i, i, i, i, i, i, i, i
- O=C(CCn1c(=O)oc2ccccc21)Nc1ccon1
 : i, i, i, i, i, i, i, i, i, i, i
- Cc1nn(C)cc1/C=C1\CCC/C(=C\c2cn(C)nc2C)C1=O
 : i, i, i, i, i, i, i, i, i, i, i
- COc1ccc(O)c(-c2cn[nH]c2-c2cccs2)c1
 : i, i, i, i, i, i, i, i, i, i, i
- O=C(CSc1nc(=O)n2cc(Cl)ccc2n1)Nc1ccc2c(c1)OCO2
 : i, i, i, i, i, i, i, i, i, i, i
- COc1cc(CN2CCCC(N3CCN(c4ccccc4C)CC3)C2)cc(Cl)c1O (stereo not given)
 : i, i, i, i, i, i, i, i, i, i, i

(next part)
Below each compound – TRPC6 activator, TRPC4 inh, RGS4 inh, TRPC4 act, TRPC6 inh, TRPC4 potent, MrgX1 allo act, ANO1 activ, MrgX1 antagonist, TMEM16A inh, MrgX1 agonist
- O=C1CCCN1CCC1CCCCN1Cc1nc(-c2cnccn2)no1 (stereo not given)
 : i, i, i, i, i, i, i, i, i, i, i
- COc1ccc(-n2c(CNC(=O)c3ccc(S(=O)(=O)N4CCCC4)cc3)n[nH]c2=S)cc1
 : i, i, i, i, i, i, i, i, i, i, i
- CCN=C(NCC)SC1CC(=O)N(c2cccc(OC)c2)C1=O (stereo not given)
 : i, i, i, i, i, i, i, i, i, i, i
- C=CCn1c(SCC(=O)NC2CC2)nc2sc(CC)cc2c1=O
 : i, i, i, i, i, i, i, i, i, i, i
- Cc1nn(CC(=O)Nc2ccc(Br)cc2F)c(=O)c2cccn12
 : i, i, i, i, i, i, i, i, i, i, i
- CC(NC(=O)Nc1ccc(O)cc1)(C(F)(F)F)C(F)(F)F
 : i, i, i, i, i, i, i, i, i, i, i
- O=C(COc1ccc2c3c(c(=O)oc2c1)CCC3)NCc1ccncc1
 : i, i, i, i, i, i, i, i, i, i, i
- CN(c1ccccc1)S(=O)(=O)c1ccc(NC(=O)c2ccccc2)cc1
 : i, i, i, i, i, i, i, i, i, i, i
- CCOC(=O)c1ccc(Nc2ncnc3c2cnn3C)cc1
 : i, i, i, i, i, i, i, i, i, i, i
- CCCn1c(NCc2cc(C)ccc2O)nc2ccccc21
 : i, i, i, i, i, i, i, i, i, i, i
- Cc1sc(/N=C/c2ccccc2O)c(C#N)c1C
 : i, i, i, i, i, i, i, ., i, i, i

Screening data as filed in PubChem.
